# Bioassay records from PubChem BioAssay.
# LGR2 inh: inhibitors of bursicon-induced Drosophila LGR2 receptor cAMP signaling; actives 0.35% (n = 380,000); inhibition, % at 9.99 µM; AID 720647; HEK293 LGR2, CRE-luciferase, bursicon-stimulated, 4 h;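 active = drop in luminescence signal, shown as inhibition above about 50% in the replicate tests, limit read from the data, passing the limit was not always enough; inconclusive = probably only some replicates passing the limit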;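 also: agonist challenge used bursicon conditioned medium at about half maximal strength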
# PAX8 reporter: lowers PAX8-driven luciferase in RMG-I cells. RMG-I TPO-luciferase reporter, SteadyGlo, 24 h. inhibition, % at 12.6 µM. actives 1.2% (n = 360,000);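 active = mean replicate inhibition at least 60% with every replicate also reaching 60%; inconclusive = only one of the two criteria is met; inactive = mean below 60% and not all replicates reaching 60%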;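 also: luciferase light reporting Pax8 driven TPO promoter activity; plate controls were median of neutral control wells for no effect and mitoxantrone controls for full effect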
# CASP6 VEID inh: caspase-6 (human) enzyme inhibition; inhibition, % at 12.5 µM; actives 0.53% (n = 350,000); purified caspase-6, Z-VEID-R110 cleavage fluorescence;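 active = mean inhibition across replicates at least about 35%, with every replicate also reaching that limit, limit read from the data; inconclusive = only one of the two criteria met; inactive = neither criterion met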;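 also: 0% = median of neutral control wells and 100% = no fluorescence left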
# Target sequence (P55212 24-179 limits assumed): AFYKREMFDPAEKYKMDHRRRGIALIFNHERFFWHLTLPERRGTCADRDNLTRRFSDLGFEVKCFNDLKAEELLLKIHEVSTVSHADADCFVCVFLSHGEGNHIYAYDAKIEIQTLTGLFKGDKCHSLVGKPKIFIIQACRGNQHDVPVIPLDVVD
# Target sequence (P55212 194-293 limits assumed): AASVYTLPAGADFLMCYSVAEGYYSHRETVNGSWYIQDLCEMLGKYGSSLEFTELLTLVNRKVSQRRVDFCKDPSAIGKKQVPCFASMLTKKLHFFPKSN
# ARNT-TACC3 inh: ARNT/TACC3 interaction disruption; actives 0.66% (n = 390,000); AlphaScreen His-ARNT PAS-B/GST-TACC3 binding, luminescence; TACC3 fragment carries E629A point mutation; Q9Y6A5; inhibition, % at 9.99 µM;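 active = mean inhibition of replicates at least 50% and at least half of replicates each reaching 50%; inconclusive = half or more replicates reach 50% but mean below 50%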;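 also: 0% = complete ARNT plus TACC3 wells and 100% = ARNT alone without TACC3; many hits fall short of the cut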
# EWS-Fli block: EWS/Fli transcriptional activity inhibition; A673 NR0B1-luciferase reporter, viability-normalised; actives 0.67% (n = 350,000); inhibition, % at 12.6 µM;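 active = mean inhibition of at least 50% after viability correction, with every replicate also passing that limit; inconclusive = mean reaches 50% but only one of two replicates passes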;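 also: firefly luciferase signal divided by Alamar Blue viability fluorescence both relative to DMSO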
# SIRT5 inh: blocks human SIRT5 desuccinylation of peptide; Q9NXA8; Purified SirT5, succinyl-peptide AMC, trypsin-coupled fluorescence; inhibition, % at 15 µM; actives 1.1% (n = 330,000); in the data active = inhibition above about 15%; inconclusive = no clear call, values can overlap the other calls
# Target sequence (Q9NXA8 whole entry, looked up): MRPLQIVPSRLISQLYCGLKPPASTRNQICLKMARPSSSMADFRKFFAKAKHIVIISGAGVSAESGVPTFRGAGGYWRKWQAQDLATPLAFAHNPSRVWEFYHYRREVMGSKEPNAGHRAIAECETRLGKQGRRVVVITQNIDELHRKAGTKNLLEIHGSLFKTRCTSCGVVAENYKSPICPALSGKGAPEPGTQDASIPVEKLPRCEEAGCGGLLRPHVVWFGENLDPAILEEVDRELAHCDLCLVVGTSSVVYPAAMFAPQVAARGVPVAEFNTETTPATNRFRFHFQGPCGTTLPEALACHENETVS
# DENV2 CPE rescue: DENV2-induced cell death inhibition; DENV2-infected cells, cytopathic effect rescue, plate reader; CPE inhibition, % at 9.99 µM; actives 1.7% (n = 350,000); in the data active = CPE inhibition above about 20%, passing the limit was not always enough; inconclusive = no clear call, values can overlap the other calls; tested in BHK-21 cells;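 also: 0% = median of neutral control wells and 100% = median of positive control wells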
# The depositor's hits bear a star; ? = inconclusive; . = no result given. This is a random part of the collection; 4.9% or so of the library scored in one or more.
SMILES,LGR2 inh,PAX8 reporter,CASP6 VEID inh,ARNT-TACC3 inh,EWS-Fli block,SIRT5 inh,DENV2 CPE rescue
COc1cc(/C=C2\C(=N)N3N=C(N4CCOCC4)SC3=NC2=O)ccc1OC(=O)c1ccccc1,-13,6,5,44,6,3,5
CC(Oc1cccc(Cl)c1)C(=O)Nc1ccc([N+](=O)[O-])cn1 (stereo unspecified),-12,13,.,5,.,.,.
Cc1nc2nc(C)c(CCC(=O)NC3CCCCC3)c(C)n2n1,26,26,10,0,6,-3,17
O=C1[C@H]2[C@@H](c3ccc(F)cc3)N3C(=O)N(c4ccccc4)C(=O)[C@@]3(Cc3ccc(Cl)cc3)[C@H]2C(=O)N1C1CCCCC1,30,17,-3,-1,9,-2,-5
C=C(C)Cn1c(SCC(=O)O)nnc1-c1ccccc1,-2,.,-3,-7,.,-2,.
Cc1cc(C(=O)COc2cccnc2[N+](=O)[O-])c(C)n1-c1ccccc1,-19,13,-2,-4,31,-8,11
COc1ccc(CC(=O)NCC2CCCN(Cc3cccc(C(F)(F)F)c3)C2)cc1 (stereo unspecified),3,13,2,5,17,-5,-2
Cc1noc(C)c1NC(=O)Nc1ccc2c(c1)CC(=O)N([C@H](C)CO)C[C@@H](C)[C@@H](CN(C)C(=O)Nc1c(C)noc1C)O2,-16,-28,.,-3,-20,-2,-2
O=C(CCCn1nnc2ccccc2c1=O)N[C@H](C(=O)O)c1ccccc1,6,-7,-1,.,1,-5,6
CN(C)S(=O)(=O)c1ccc(C(=O)OCCn2cnc3c2c(=O)n(C)c(=O)n3C)cc1,13,-1,-4,-5,-7,1,-1
Cc1ccc(-c2nc3c(Cl)cc(C(F)(F)F)cn3c2Cc2cccc(Cl)c2)cc1,-18,13,-1,.,-9,0,?
Cc1ccc2cc(NC(=O)C3(C)CCN3CC(C)C)ccc2n1 (stereo unspecified),6,-57,-4,.,-1,-2,-6
CC1Cc2cc(S(=O)(=O)CCC(=O)NC3CCCCC3)ccc2N1C(=O)C1CC1 (stereo unspecified),-4,12,2,-8,.,-3,4
C[C@H](CO)N1C[C@H](C)[C@H](CN(C)S(=O)(=O)c2cn(C)cn2)Oc2c(NS(=O)(=O)c3ccccc3)cccc2C1=O,3,-6,-4,-9,-11,4,-3
O=C(COC(=O)c1ccc(Cl)cc1O)Nc1cccnc1Cl,0,-2,-1,-4,-1,-3,-11
CCN(CC)CCNC(=O)c1ccc(NC2=NC3CS(=O)(=O)CC3S2)cc1 (stereo unspecified),4,-5,-1,1,-3,2,15
C[C@H]1CN([C@@H](C)CO)C(=O)c2cc(NS(=O)(=O)c3ccccc3)ccc2O[C@H]1CN(C)C,-12,6,3,.,.,-2,1
CC(C)(C)NC(=O)c1ccc2c(c1)N(CC(=O)NC1CCCC1)C(=O)C(C)(C)O2,12,0,0,-8,5,-5,8
CCOC(=O)COn1c(=O)c(-c2ccc(OCC)cc2)[n+]([O-])c2ccccc21,-26,-45,-1,-8,-40,2,0
COc1ccccc1Nc1nnc(SCC(=O)NC2CC2)s1,-5,3,-4,-8,-4,0,4
CC(C)(C)n1nc(C2CC2)c(Br)c1NC(=O)c1ccc(Cl)cc1,2,-9,-3,.,1,.,-3
CC(=CC(=O)c1ccccc1)c1ccccc1,-43,.,0,5,-20,3,14
Cc1ccc([C@H]2C(C(=O)O)=CCN2S(=O)(=O)c2ccc(C)cc2)cc1,-17,-2,0,.,2,-5,1
CCCCC(=O)Nc1ccc(NC(=O)c2ccco2)cn1,-12,-39,-4,-6,-29,3,-5
O=C(Nc1ccc(F)cc1)N[C@H]1CC[C@H](CCn2cc(-c3ccc(F)cc3)nn2)O[C@@H]1CO,-4,0,0,-11,-6,4,-8
Cc1ccc(S(=O)(=O)N[C@@H]2C=C[C@@H](CC(=O)NC3CCCCC3)O[C@@H]2CO)cc1,-3,7,0,-4,-1,0,0
C[C@H]1CN([C@@H](C)CO)C(=O)c2cc(C#Cc3cccc(F)c3)cnc2O[C@@H]1CN(C)C(=O)C1CC1,3,.,2,-4,-4,2,8
CSc1nc2nc3c(cc2c(=O)n1-c1cccc(C)c1)COC(C)(C)C3,7,6,1,.,5,-5,-3
CCc1nc2c(OCCC3CCCCC3)cccn2c1N(C)C(=O)c1ccncc1,.,-4,.,.,3,-1,4
COc1cc(OC)c(OC)cc1CN1CCN(Cc2ccc(SC)cc2)CC1,34,0,-1,-4,17,0,-4
COc1ccc(/C=C2/SC(=O)N(CCC(=O)Nc3ccccc3)C2=O)cc1OC,-4,-2,1,.,-11,-3,-3
COC(=O)/C=C1/S/C(=N/NC(=O)c2ccc(Cl)cc2Cl)NC1=O,6,-4,2,.,10,-2,1
COc1cc(/C=C2/SC(=S)N(CCC(=O)Nc3ccccc3)C2=O)cc(OC)c1OC,14,0,-4,-6,4,0,0
CN(C)c1ccc(C=C2C(=O)OC(C)(C)OC2=O)cc1,7,2,-3,-13,0,-1,3
O=S(=O)(c1ccccc1)N1C[C@H]2[C@@H](c3ccccc31)[C@H](CO)N2Cc1ccc(F)cc1,8,36,-2,9,9,0,-12
S=C(NCc1ccccc1)N1CCn2cccc2C1c1ccncc1 (stereo unspecified),0,-4,-2,1,8,-1,-5
Cc1c(NC(=O)C(C)Oc2ccc(Br)cc2Cl)c(=O)n(-c2ccccc2)n1C (stereo unspecified),-1,26,1,4,3,1,9
O=C(Nc1ccc(-c2ccco2)cc1)C1CCCN(Cc2ccco2)C1 (stereo unspecified),.,-16,6,.,-16,.,6
Cc1ccc(S(=O)(=O)N2CCOCC2)cc1NC(=O)CSc1cccc[n+]1[O-],-2,-16,.,-4,.,.,.
O=C(c1cc(Br)ccc1Cl)N1CCN(c2ccccn2)CC1,-3,8,3,-3,2,0,-3
CN(C)c1nc(N)c([N+](=O)[O-])c(NCC2CCCO2)n1 (stereo unspecified),.,-1,-4,9,-4,0,?
CCOc1ccc(NC(=O)CC2C(=O)N(c3ccc(OCC)cc3)C(=S)N2C2CC2)cc1 (stereo unspecified),-2,-5,2,-6,5,0,1
Cc1nc2c(-c3ccc(F)cc3)c(C)nn2c(C)c1CCC(=O)N1CCN(c2ccc(F)cc2)CC1,4,-3,3,2,-3,2,-6
Cc1cccc(C(=O)N2CCC(=O)N([C@H](COCc3cccc(C(F)(F)F)c3)Cc3ccccc3)CC2)c1,11,26,4,.,21,-2,-4
COC(=O)c1ccc(COC(=O)C(CCSC)NC(=O)COc2ccccc2)cc1 (stereo unspecified),7,3,0,-5,-4,-3,2
CC(C)c1ccc(OCc2ccc(C(=O)N(C)C)o2)cc1,-94,-71,-1,-8,14,-4,4
CC1=C(C(=O)N(C)C)CC(CC(=O)NCc2cccc3ccccc23)C(=O)N1Cc1ccc(C(C)(C)C)cc1 (stereo unspecified),-1,20,5,.,-1,0,6
CC1CN(C(=O)c2cc(Br)c(Br)s2)CC(C)O1 (stereo unspecified),11,3,-127,.,3,3,-4
C/C=C/[C@@H](CCn1cc([C@H](O)c2ccccc2)nn1)[Si](C)(C)c1ccc(OC)cc1,.,16,3,-5,-7,6,6
COc1ccc(C2CC(=O)C(CS(=O)(=O)c3ccccc3)C(=O)C2)cc1 (stereo unspecified),16,5,5,.,3,1,0

# The list goes on:
SMILES,LGR2 inh,PAX8 reporter,CASP6 VEID inh,ARNT-TACC3 inh,EWS-Fli block,SIRT5 inh,DENV2 CPE rescue
COc1cccc(CN2CCNC(=O)C2CC(=O)N(Cc2cnn(C)c2)C(C)C)c1 (stereo unspecified),7,13,2,-3,-1,-3,1
Cc1ccc(C(=O)O/N=C2/CC3CCC2(C)[C@@]3(C)CBr)cc1 (stereo partly specified),4,-3,-1,-9,0,-1,-2
CCOC(=O)c1c(-c2ccccc2)oc2cc(Br)c(O)cc12,0,17,-4,-4,29,0,14
COCCOC(=O)C1=C(C)NC(=S)NC1/C=C/c1ccccc1 (stereo unspecified),-2,-1,.,-4,.,.,.
C[C@@H]1CN([C@@H](C)CO)C(=O)c2cccc(NC(=O)Nc3ccc(F)cc3)c2O[C@H]1CN(C)C(=O)Nc1ccc(C(F)(F)F)cc1,23,11,2,-12,-2,6,-9
COc1ccc(C(C)=O)cc1CSc1nnc(SCc2cc(C(C)=O)ccc2OC)s1,6,4,0,.,-4,-4,-5
C[C@@H]1CN([C@@H](C)CO)C(=O)CCCn2cc(nn2)CO[C@@H]1CN(C)Cc1ccccc1C(=O)O,0,-3,-1,-1,0,-1,3
O=C(Cn1cnc2c(cnn2-c2ccccc2)c1=O)NC1CCCC1,14,-22,1,-6,-17,-2,5
Cc1ccc(-n2c(O)c(C=Nc3ccccc3-c3n[nH]c(=S)[nH]c3=O)c3ccccc3c2=O)c(C)c1,8,-6,11,-10,14,11,0
O=C(Nc1cccc(C(F)(F)F)c1)C1Cc2c(-c3ccc(Cl)cc3)ccnc2O1 (stereo unspecified),10,5,-1,.,-5,-8,3
Cc1ccc2cc(CN(C)S(C)(=O)=O)c(=O)[nH]c2c1,27,1,.,.,5,5,-2
CCOc1ccc(OCCNC(=O)c2cc(C3CC3)nc3c2cnn3C(C)C)cc1,14,8,2,-5,16,-1,?
Nc1ccn(Cc2ccc(F)cc2)n1,21,-7,-6,1,1,-1,-3
CCCNC(=O)N(C)C[C@@H]1Oc2cc(C3=CCCCC3)ccc2S(=O)(=O)N([C@H](C)CO)C[C@H]1C,-4,-45,-1,-2,0,-2,47*
COc1ccc(CC(=O)OCC(=O)NCCNC(=O)COC(=O)Cc2ccc(OC)cc2)cc1,8,-3,4,-4,2,-1,61*
CC(C)(C)NS(=O)(=O)c1ccc(NC(=S)NC(=O)C2CCC2)cc1,-20,15,4,-4,3,-5,?
CCC(=O)NC[C@@H]1[C@@H](c2ccc(C3=CCCCC3)cc2)[C@@H](CO)N1CC1CC1,13,.,-3,.,-6,1,0
CCCc1cn(CC[C@@H]2CC[C@H](NC(=O)C3CCCC3)[C@H](CO)O2)nn1,-6,-7,2,6,5,7,-12
O=C(O)c1ccc(N=NNc2cccc([N+](=O)[O-])c2)cc1,-47,-87,12,17,-2,-3,-4
Cc1ccc(CN2CCN(Cc3cnc(C)s3)CC2CCO)o1 (stereo unspecified),-9,-12,1,-4,5,2,-11

# A different layout for part of the listing above:
# Results follow in this order: LGR2 inh	PAX8 reporter	CASP6 VEID inh	ARNT-TACC3 inh	EWS-Fli block	SIRT5 inh	DENV2 CPE rescue
> Nc1ccn(Cc2ccc(F)cc2)n1
 : 21	-7	-6	1	1	-1	-3
> CCCNC(=O)N(C)C[C@@H]1Oc2cc(C3=CCCCC3)ccc2S(=O)(=O)N([C@H](C)CO)C[C@H]1C
 : -4	-45	-1	-2	0	-2	47*
> COc1ccc(CC(=O)OCC(=O)NCCNC(=O)COC(=O)Cc2ccc(OC)cc2)cc1
 : 8	-3	4	-4	2	-1	61*
> CC(C)(C)NS(=O)(=O)c1ccc(NC(=S)NC(=O)C2CCC2)cc1
 : -20	15	4	-4	3	-5	?
> CCC(=O)NC[C@@H]1[C@@H](c2ccc(C3=CCCCC3)cc2)[C@@H](CO)N1CC1CC1
 : 13	.	-3	.	-6	1	0

# The listing continues.
SMILES,LGR2 inh,PAX8 reporter,CASP6 VEID inh,ARNT-TACC3 inh,EWS-Fli block,SIRT5 inh,DENV2 CPE rescue
CC(C)C(NC(=O)c1cccs1)C(=O)NC1CCCCC1 (stereo unspecified),-12,-30,-1,1,3,-3,-9
O=C(CCCn1c(=O)[nH]c2ccc(Br)cc2c1=O)NCc1ccc(Cl)cc1,6,-13,3,-4,9,-4,1
CCOc1ccc(/C=C(\C#N)C(=O)NC2CC2)c(OCC)c1,-5,-4,-3,0,-5,0,1
C[C@H](NC(=O)c1ccccc1Cl)C(=O)OCCOc1cccc(Cl)c1,-14,4,0,-5,9,-5,-1
COc1ccccc1NC(=O)/C(=C\c1cccnc1)NC(=O)c1ccccc1,-1,-2,1,-3,5,-2,-1
CSc1ccccc1C(=O)NCCCn1ccnc1,7,16,-1,-1,4,-2,-2
O=C(N/N=C/c1c(O)ccc2ccccc12)c1ccc[n+](CCO)c1,10,9,-46,64*,0,6,12
